# Screening results deposited in PubChem by National Center for Advancing Translational Sciences (NCATS).
# PI4K2A inh: blocks human PI4K2A kinase activity. activity change, negative = inhibition, % at 76.9 µM. purified PI4K2A, ADP-Glo luminescence, 1 h; stronger effect = lower value. actives 0.13% (n = 420,000). Q9BTU6. AID 1346378; in the data active = activity change below about -50%; inconclusive = mostly about -30% to -49%;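 note: -100% = wells without enzyme as full effect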
#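 In this quantitative HTS, ADP production by PI4K2A was quantified luminescently after 1 h at ambient temperature; 100 microM adenosine served as plate-quality control.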
# Pin1 inhibitor: human Pin1 inhibition; Potency, µM (titrated, usually from 115 µM), for inactives: at the highest dose activity, negative = inhibition, most hits filed as inhibitors; actives 0.009% (n = 390,000); Pin1 FP peptide displacement, HiFluor488, 10 min; Q13526; AID 504891; active = well fitted inhibition curve with a large enough effect in the polarisation, with a control signal flat, not every such curve was filed as active; inconclusive = small, poorly fitted or top-dose-only effect, or effect the other way, or a change in a side signal; inactive = no such curve, though single readings can be large or run the other way; the % refers to the polarisation; note: potency is the fitted concentration of half-maximal effect; % is set by controls: 0 for no effect and ±100 for the full control effect
# Pol eta inh: DNA polymerase eta (human) inhibition. actives 1.2% (n = 390,000). Potency, µM (doses to about 114 µM), for inactives: at the top dose activity change, negative = inhibition, actives largely listed as inhibitors. Q9Y253. recombinant Pol eta, fluorescent DNA replication assay; note: potency is the fitted concentration of half-maximal effect; % is set by controls: 0 for no effect and ±100 for the full control effect
#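 Pol eta (10 nM) was preincubated with compounds for 15 min at room temperature, after which fluorescent replication substrate (50 nM final) was added to start the reaction. Fluorescence was read kinetically at 0 and 10 min.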
# JMJD2A Tudor: inhibitors of human JMJD2A Tudor domain | O75164 | AID 504339 | AlphaScreen JMJD2A-Tudor / H3K4me3 peptide binding | Potency, µM (series often up to 114 µM), inactives show top-dose activity change, negative = inhibition, hits mostly inhibitors | actives 4.4% (n = 390,000); note: potency is the fitted concentration of half-maximal effect; % is set by controls: 0 for no effect and ±100 for the full control effect; nearly all actives have a fitted effect of over 50% in size
# Target sequence (O75164 whole entry, looked up, the tested form may be a part): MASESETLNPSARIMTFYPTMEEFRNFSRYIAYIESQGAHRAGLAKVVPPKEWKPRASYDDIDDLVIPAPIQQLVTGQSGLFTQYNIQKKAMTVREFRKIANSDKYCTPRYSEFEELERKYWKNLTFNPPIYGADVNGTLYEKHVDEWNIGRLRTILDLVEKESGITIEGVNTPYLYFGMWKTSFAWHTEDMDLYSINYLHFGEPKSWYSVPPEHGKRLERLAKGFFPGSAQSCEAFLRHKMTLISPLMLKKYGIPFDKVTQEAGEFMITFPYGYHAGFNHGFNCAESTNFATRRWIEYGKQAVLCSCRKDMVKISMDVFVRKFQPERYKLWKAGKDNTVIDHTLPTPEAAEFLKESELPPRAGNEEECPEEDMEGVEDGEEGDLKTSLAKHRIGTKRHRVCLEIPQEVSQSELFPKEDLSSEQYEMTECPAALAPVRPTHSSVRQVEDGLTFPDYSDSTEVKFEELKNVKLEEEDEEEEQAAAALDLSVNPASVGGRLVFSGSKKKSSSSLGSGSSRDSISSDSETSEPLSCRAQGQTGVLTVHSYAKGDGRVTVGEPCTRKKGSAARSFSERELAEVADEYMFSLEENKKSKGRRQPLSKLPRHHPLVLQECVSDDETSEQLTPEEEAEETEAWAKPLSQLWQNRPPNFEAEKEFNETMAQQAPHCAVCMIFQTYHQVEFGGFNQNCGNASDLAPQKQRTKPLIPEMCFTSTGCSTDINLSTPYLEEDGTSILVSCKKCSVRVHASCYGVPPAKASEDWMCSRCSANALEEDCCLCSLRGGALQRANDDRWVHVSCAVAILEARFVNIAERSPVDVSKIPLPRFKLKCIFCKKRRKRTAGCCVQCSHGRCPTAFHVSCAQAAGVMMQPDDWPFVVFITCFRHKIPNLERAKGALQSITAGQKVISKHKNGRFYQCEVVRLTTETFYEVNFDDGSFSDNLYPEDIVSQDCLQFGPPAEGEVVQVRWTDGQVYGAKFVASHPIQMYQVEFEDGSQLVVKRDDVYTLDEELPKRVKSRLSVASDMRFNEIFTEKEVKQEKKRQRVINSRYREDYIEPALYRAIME
# GLS inhibitor: inhibitors of human glutaminase (GLS) | actives 0.21% (n = 410,000) | GLS enzymatic activity, qHTS titration | Potency, µM (highest dose often 45.5 µM), for the others: at the top dose activity change, negative = inhibition, hits mostly inhibitors | AID 624170 | O94925; note: potency is the fitted concentration of half-maximal effect; % is set by controls: 0 for no effect and ±100 for the full control effect
#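 hKGA in 45 mM KH2PO4 pH 8.2, 0.02% Tween-20 with pin-transferred compounds; 1 mM L-glutamine (stock) plus glutamate oxidase/HRP/Amplex Red coupling added. Fluorescence read initially and after 30 min at RT.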
# PGK inhibitor: T. brucei PGK inhibition. P07378. PGK/GAPDH coupled, Kinase-Glo luminescence, 60 min. Potency, µM (series often up to 57.5 µM), for inactives: top-dose activity change, negative = inhibition, most hits filed as inhibitors. actives 0.043% (n = 380,000). AID 602233; note: potency is the fitted concentration of half-maximal effect; % is set by controls: 0 for no effect and ±100 for the full control effect; nearly all actives have a fitted effect of over 60% in size
#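 Recombinant glycosomal PGK reaction used 1,3-bisphosphoglycerate generated in-well by GAPDH (100nM final) in 100mM TEA pH 7.6, 5mM MgCl2, 0.01% Tween-20. After 60 minutes at room temperature, ATP was read by Kinase-Glo Plus luminescence end-point.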
# G9a block: G9a (human) methyltransferase inhibition | Q96KQ7 | G9a H3K9 monomethylation, AlphaScreen, 2 h | Potency, µM (doses to about 102 µM), for inactives: at the highest dose activity, negative = inhibition, most hits filed as inhibitors | actives 8.8% (n = 350,000); note: potency is the fitted concentration of half-maximal effect; % is set by controls: 0 for no effect and ±100 for the full control effect; nearly all actives have a fitted effect of over 75% in size
#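 Compounds were preincubated with 20 nM G9a for 15 min, after which biotinylated H3K9 peptide (500 nM) and SAM (20 uM) started a 2 h room-temperature reaction. Monomethylated product was quantified by antibody-based AlphaScreen chemiluminescence.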
# BAZ2B inh: BAZ2B (human) inhibition | AlphaScreen BAZ2B-H3K14Ac peptide displacement | Potency, µM (series often up to 114 µM), for the others: at the top dose activity change, negative = inhibition, most hits filed as inhibitors | actives 4.4% (n = 360,000) | AID 504333; note: potency is the fitted concentration of half-maximal effect; % is set by controls: 0 for no effect and ±100 for the full control effect; nearly all actives have a fitted effect of over 60% in size
#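 AlphaScreen luminescence quantifies BAZ2B engagement of H3K14Ac peptide; the protein and biotinylated peptide are both at 50 nM final, buffer PBS pH 7.4 with 0.01% Tween-20, all steps at room temperature.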
# HP1b binding inh: HP1-beta chromodomain-methylated histone interaction inhibition | P83916 | AlphaScreen HP1-beta / biotin-H3K9me3 peptide binding | Potency, µM (highest dose often 114 µM), without a hit: top-dose activity change, negative = inhibition, usual class: inhibitors | actives 0.56% (n = 390,000); note: potency is the fitted concentration of half-maximal effect; nearly all actives have a fitted effect of over 70% in size; inactives centre near 23
#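 Compound inhibition of the preformed complex between 50 nM HP1-beta and 50 nM biotinylated H3K9me3 peptide was read by AlphaScreen. Buffer was PBS pH 7.4 with 0.01% Tween-20. Incubations ran 30 min at room temperature, with 10 ug/mL donor/acceptor beads.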
# * = called active by the depositor; i = inactive; ? = inconclusive; . = no result given; & = joins results of further samples; [ ] = dose if it differs, or a comment. Unless noted, calls come from the whole dose curve; as a rule, active = well fitted curve in the direction sought with a large enough effect; inconclusive = small, poorly fitted or top-dose-only effect, or another doubt; inactive = no such curve, though single readings can be large; an effect the other way counts as inactive or inconclusive. These rows are one share of the data, so the mix of outcomes need not match the whole.
Structure	PI4K2A inh	Pin1 inhibitor	Pol eta inh	JMJD2A Tudor	GLS inhibitor	PGK inhibitor	G9a block	BAZ2B inh	HP1b binding inh
CCC(Sc1nc(=O)cc(N)n1CCc1ccccc1)C(=O)Nc1ccccc1C#N (stereo not drawn)	-2	5%	-5%	-7%	1%	i	-12%	-6%	28%
Cc1ccc(NC(=O)Nc2nnc(N(C)Cc3ccccc3)s2)c(C)c1	-4	6%	-17%	52%[activator]	1%	-6%	12%[59 µM]	39%[activator]	87%[activator]
COc1ccc(C(=O)O)cc1S(=O)(=O)Nc1cc(Cl)ccc1N1CCOCC1	-1	-7%	-14%	-13%	16%	-10%	-96%[59 µM]	0%	35%
COc1ccc(-c2noc(CSc3nnc(C)n3-c3ccc(C)cc3)n2)cc1OC	3	-3%	-19%	-20%	-10%	-3%	-9%[59 µM]	-12%	2%
Cc1ccsc1C(=O)Nc1n[nH]c(C(F)(F)F)n1	8	6%	-15%	8%	0%	7%	-1%[59 µM]	3%	26%
CSc1ccccc1NC(=O)Cn1nnc(-c2ccc(S(C)(=O)=O)cc2)n1	4	-2%	-10%	3%	2%	i	25%	-10%	56%[activator]
N/C(=N\S(=O)(=O)c1ccc(Cl)s1)c1ccccc1	-14	0%	-13%	-3%[11.4 µM]	-14%	2%	23%	22%	-4%
O=C(CCNS(=O)(=O)c1ccccc1C(F)(F)F)NCCCc1ccccc1	4	-8%	-20%	-15%	-1%	-5%	-2%[59 µM]	11%	32%
O=C(CSC(=S)N1CCOCC1)Nc1ccc(S(=O)(=O)Nc2ncccn2)cc1	-1	-1%	-16%	-12%	7%	i	30%	-4%[57.1 µM]	19%
COC(=O)c1ccc2c(C)c(C(C)(C)O)[nH]c2c1	-3	-7%	-6%	-25%	20%	-9%	18%	?	35%
CC1CN(Cc2nc3c(c(=O)n(C)c(=O)n3C)n2CCN2CCOCC2)CC(C)O1 (stereo not drawn)	3	-4%	-9%	-9%	1%	i	?	-8%	55%[activator]
N#CC1(NC(=O)COc2ccc3oc4ccccc4c3c2)CCCCC1	-4	-2%	?	-7%	5%	-13%	-3%[59 µM]	6%	20%
N#CCCN1CCN(Cc2cc(-c3ccccc3)ccc2O)CC1	3	1%	-13%	-30%	3%	-10%	-17%	-37%	-9%
COc1ccc(NC(=S)N2CCCCC2c2cccnc2)cc1 (stereo not drawn)	2	0%	1%	-17%	7%	0%	10%	-2%	-1%
Cc1ccc(CCNC(=O)C2CCN(S(=O)(=O)N3CCOCC3)CC2)cc1	-4	-3%	-2%	28µM*	-10%	8%	10%	-4%	?
CC1CCCCC1NC(=O)/C(C#N)=C/c1ccc(OCC(N)=O)cc1 (stereo not drawn)	-2	2%	-16%	-5%	0%	-3%	-12%	-2%	23%
CN(CC(=O)Nc1ccc(N2CCOCC2)cc1)C(=O)CCc1cc(C(C)(C)C)c(O)c(C(C)(C)C)c1	5	-2%	-21%	?	-1%	-8%	0%[0.501 µM]	50µM*	-17%
CCOC(=O)c1c(-c2cccs2)csc1NC(=O)CCCC(=O)O	4	-7%	-21%	-1%	21%	3%	-7%[0.501 µM]	-3%	24%
CC1=C(C(=O)OCC(Cl)(Cl)Cl)N2C(=O)C(NC(=O)Cc3ccccc3)C2SC1 (stereo not drawn)	-2	-1%	8%	-6%	-12%	0%	40µM*	2%	21%
COc1ccc(/C=C(\NC(=O)c2ccc([N+](=O)[O-])cc2)C(=O)NCCCn2ccnc2)cc1	1	3%	-13%	-9%	-4%	6%	-1%	?	25%
COCCNC(=O)/C(C#N)=C/c1c(N2CCN(c3ccccc3)CC2)nc2ccccn2c1=O	-8	9%	-14%	-17%	15%	.	13%[2.33 µM]	-9%	35%
CC1COc2ccccc2N1S(=O)(=O)c1cc(Cl)ccc1Cl (stereo not drawn)	-5	-5%	-11%	15%	0%	-9%	47%	3%	26%
COc1cc(O)c(C(CCN2CCN(c3ccccc3)CC2)c2ccc(N(C)C)cc2)c(OC)c1 (stereo not drawn)	-2	-5%&0%	-15%	10µM*	54%[activator]	2%	?	7.9µM*	20µM*
CC(=O)Nc1c(C(=O)N2CCN(c3ccccn3)CC2)cnn1-c1ccc(C)cc1	6	-5%	-9%	3%	0%	i	4%	3%	37%
O=C(Cn1cncn1)c1ccccc1Br	1	1%	-18%	-14%	0%	-6%	24%[2.33 µM]	0%	25%
CCOC(=O)C(NC(=O)c1ccccc1Cl)(Nc1sc2c(c1C(N)=O)CCC2)C(F)(F)F (stereo not drawn)	-2	20%	-9%	-20%	6%	.	28µM*	-1%	17%
Cc1cc(/C=C2/C(=O)NN(c3ccccc3)C2=O)c(C)n1-c1ccc(O)cc1	0	-1%	-8%	-21%	3%	-2%	-8%[59 µM]	-6%	?
NC(=O)CSc1nnc(-c2ccccn2)n1Cc1ccco1	-18	-1%	-11%	0%	-4%	9%	-34%	-38%	17%
CCN(CC)S(=O)(=O)c1ccc(S(=O)(=O)Nc2cc3c(cc2C(C)=O)OCO3)cc1	-3	-6%	-10%	-13%	20%	2%	14%	51%[activator]	3%
COc1ccc2c(=O)c3c(=O)n(Cc4ccccc4)c(C(C)C)nc3oc2c1	-9	10%	3%	-10%	3%	9%	.	.	11%
CCN1C(=O)[C@H]2[C@@H](c3ccc(-c4ccccc4)cc3)N3CCC[C@@]3(C(=O)OC)[C@H]2C1=O	2	?	-10%	-20%	6%	6%	-25%[2.33 µM]	?	26%
O=c1c2c3c(sc2ncn1/N=C/c1ccc(Br)o1)CCCC3	-1	10%	-3%	-20%	0%	-2%	-46%	6%	-37%
CC1CCN(c2ccccc2NC(=S)NC(=O)C(C)(C)C)CC1	0	5%	-16%	-30%	21%	8%	?	?	-9%
CC1(c2ccc([N+](=O)[O-])cc2)NC(=O)N(CC(=O)Nc2ccc(N3CCCCC3)cc2)C1=O (stereo not drawn)	2	0%	-1%	?	35%[activator]	-13%	11µM*	35µM*	?
CCC(=O)NCC(c1cccs1)S(=O)(=O)c1ccc(C)cc1 (stereo not drawn)	-2	-9%	2%	1%	1%	-4%	-5%	-6%[57.1 µM]	26%
CCCCCCC(C)NC(=S)Nc1cc(S(=O)(=O)N(C)C)ccc1C (stereo not drawn)	3	-2%	-13%	-16%	4%	-1%	-6%	-5%	23%
O=C(c1ccccc1)n1c(=O)c(F)cn(COCCBr)c1=O	0	-4%	-16%	-4%	1%	-5%	.	3%	35%
O=C(Cn1cnc([N+](=O)[O-])n1)NCCO	-3	3%	-6%	-6%	-3%	i	4%	2%	61%[activator]
Cc1ccc(-c2nc3sccn3c2Nc2ccccc2C)cc1	8	12%	-22%	45µM*	1%	-4%	13µM*	7.1µM*	?
COC(=O)c1ccc(NC(=S)NNC(=O)c2ccccc2)cc1	0	1%	-12%	-27%	0%	-2%	.	-10%	1%
CCN(C(=O)COC(=O)/C=C/c1ccc2c(c1)OCO2)c1c(N)n(Cc2ccccc2)c(=O)[nH]c1=O	0	3%	1%	-12%	-1%	0%	.	.	46%[activator]
O=C(CSc1nnc(-c2ccncc2)n1C1CC1)c1cccs1	3	.	-3%	.	1%	-6%	.	.	.
CN(C)C(=O)Cn1nc(-c2ccccc2)c2ccccc2c1=O	-1	-4%	2%	-6%	6%	-8%	-19%[12.7 µM]	1%	57%[activator]
O=C1ON=C(c2ccccc2[N+](=O)[O-])/C1=C/c1cccc([N+](=O)[O-])c1O	-1	-3%	-7%	?	-17%	-9%	1µM*	-2%	30%
CCOc1ccc(NC(=O)NCC2CCN(c3ccc(OC)cc3)C2)cc1 (stereo not drawn)	10	-2%	-10%	-34%	15%	1%	1µM*	-7%	-16%
Cc1ccnn1-c1ccc(C(=O)OCC(=O)Nc2ccc(F)cc2)cc1	-5	-5%	-1%	-3%	2%	-4%	-12%	-3%	40%[activator]
CCOC(=O)C1=C(CSc2n[nH]c(N)n2)NC(=O)NC1C (stereo not drawn)	-1	1%	5%	-19%	10%	4%	-1%[59 µM]	19%	29%
Cc1ccc(NC(=O)c2ccc(F)cc2F)cc1	-9	2%	-8%	-1%	15%	0%	.	.	33%
CC(C)C[C@@H](CC#N)N1CCN(Cc2ccccc2)CCC1=O	0	6%	-4%	-12%	-2%	i	.	-1%	28%
CCOC(=O)c1ccc(C(=O)NNC(=O)C2CC=CCC2)cc1 (stereo not drawn)	2	1%	-17%	-5%	1%	i	.	.	27%
Cc1ccc(C)c(NC(=O)Cn2c(=O)oc3cc(S(=O)(=O)NCc4ccccc4)ccc32)c1	5	2%	-18%	-27%	-1%	-4%	-1%[59 µM]	-15%	14%
Cc1cc(=O)n(C)c(=O)n1CCCCCOc1cccc([N+](=O)[O-])c1	5	2%	-10%	-23%	-8%	-6%	-27%[59 µM]	10%	2%
CC1(C)CC(=O)C(C=NCCN2CCN(CC(=O)Nc3ccc(F)cc3)CC2)=C(O)C1	-2	-7%	-13%	-7%	-2%	i	3%	-4%	29%

# Sorted by count of non-hydrogen atoms (ascending): part of the list above
Structure	PI4K2A inh	Pin1 inhibitor	Pol eta inh	JMJD2A Tudor	GLS inhibitor	PGK inhibitor	G9a block	BAZ2B inh	HP1b binding inh
CCOC(=O)c1ccc(C(=O)NNC(=O)C2CC=CCC2)cc1 (stereo not drawn)	2	1%	-17%	-5%	1%	i	.	.	27%
COc1ccc2c(=O)c3c(=O)n(Cc4ccccc4)c(C(C)C)nc3oc2c1	-9	10%	3%	-10%	3%	9%	.	.	11%
CCN(C(=O)COC(=O)/C=C/c1ccc2c(c1)OCO2)c1c(N)n(Cc2ccccc2)c(=O)[nH]c1=O	0	3%	1%	-12%	-1%	0%	.	.	46%[activator]
